Bioassay records as filed in PubChem BioAssay.
Tb PFK inh: T. brucei PFK enzyme inhibition. hit rate 0.17% among 330,000. O15648. Potency, µM (titrated, usually from 57.5 µM), for inactives: at the top dose activity, negative = inhibition, usual class: inhibitors. T. brucei PFK, ADP-Glo luminescence;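 further: potency means the concentration at half of the fitted maximal effect; 0% = uninhibited 1x PFK enzyme wells and -100% = no-enzyme wells; nearly all actives have a fitted effect of over 60% in size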
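ADP-Glo luminescence quantified ADP after 45 min at room temperature, with 1.25 nM T. brucei PFK, 0.1 mM ATP and 0.5 mM fructose-6-phosphate in pH 8.0 TEA buffer. qHTS titrations up to 57 µM; curves classified by quality.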
Giardia kill: kills Giardia lamblia | Giardia lamblia trophozoite viability | activity change, % at 7.66 µM, hits read low | hit rate 0.15% among 340,000; in the data active means activity change below about -80%; inconclusive means between about -30% and that limit;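 further: parasites exposed to compound for two days anaerobically before the ATP read; on the % scale 0 is the no-effect control and ±100 the full control effect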
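ATP-content bioluminescence gauges trophozoite survival. Cells (100/well) receive compound and incubate anaerobically for 48 hrs at 37 deg C; detection reagent follows for 15-30 min at room temperature.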
KCNH2 WT inh: blocks the wildtype human KCNH2 potassium channel; activity change, % at 1.84 µM; AID 720551; hit rate 0.37% among 340,000; U2OS, BacMam KCNH2, thallium flux FluxOr; active compounds read low;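 active means maximum activity change below -70%; inconclusive means maximum activity change between -70% and -50%; inactive means maximum activity change above -50%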; further: on the % scale 0 is the no-effect control and ±100 the full control effect
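U2OS cells were transduced with wild-type KCNH2 virus (2.03 x 10^8 / mL) for 4 h at room temperature, then cultured overnight at 37 C. Thallium flux was read with FluxOr dye. Rate constants were normalized to DMSO controls.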
GALK inh: galactokinase (human) inhibition; P51570; Purified GALK, Kinase-Glo residual ATP luminescence; Potency, µM (doses to about 57.5 µM), for inactives: top-dose activity change, negative = inhibition, most hits filed as inhibitors; hit rate 0.007% among 270,000; AID 1868; further: potency means the concentration at half of the fitted maximal effect; on the % scale 0 is the no-effect control and ±100 the full control effect
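Galactose (100 uM) and ATP (35 uM) were turned over by 5 nM GALK for 1 h at RT. Kinase-Glo Plus then converted the remaining ATP into a luminescent signal.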
MLL CXXC-DNA inh: inhibitors of human MLL CXXC domain-DNA interaction; Q03164; MLL-CXXC / FITC-HOXA9 DNA fluorescence polarization; Potency, µM (highest dose often 115 µM), inactives show at the top dose activity change, negative = inhibition, actives largely listed as inhibitors; hit rate 0.037% among 290,000; active means well fitted inhibition curve with a large enough effect in the polarisation, with a control signal flat, not every such curve was filed as active; inconclusive means small, poorly fitted or top-dose-only effect, or effect the other way, or a change in a side signal; inactive means no such curve, though single readings can be large or run the other way; the % refers to the polarisation; further: potency means the concentration at half of the fitted maximal effect
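Fluorescence polarization: 7 uM MLL-CXXC (stock) preincubated 5 min with compounds, then 50 nM fluorescein-HOX-A9 DNA (stock) added; 30 min ambient. Buffer 50 mM Tris-HCl pH 7.5, 50 mM NaCl, 1 mM DTT, 0.05% BSA.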
FBPA coupling cs: counter-screen for Giardia aldolase inhibitors: coupling enzyme system; coupling enzyme system counterscreen, AmpLite Red fluorescence; activity change, negative = inhibition, % at 58.2 µM, hits read low; hit rate 0.67% among 290,000; AID 2472; in the data active means activity change below about -30%; further: on the % scale 0 is the no-effect control and ±100 the full control effect
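Counterscreen of the coupled detection system alone, without aldolase: glyceraldehyde-3-phosphate coupling enzymes plus AmpLite Red readout. Compounds at 57.5 uM final, 10 min RT preincubation, 20 min RT reaction, fluorescence 525/598 nm.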
A-T KAP1 phos: potential ataxia-telangiectasia treatments restoring KAP-1 phosphorylation; […] A-T fibroblasts, KAP-1 phosphorylation AlphaLISA; neocarzinostatin DNA damage 30 min before lysis; Potency, µM (top dose mostly 57.5 µM), for the others: at the highest dose activation, hits mostly activators; hit rate 0.19% among 320,000; further: potency means the concentration at half of the fitted maximal effect; % of control where 0% means no effect; nearly all actives have a fitted effect of over 45% in size
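ATM-like activity read as KAP-1 phosphorylation via AlphaLISA donor/acceptor antibody pairs after lysis and 6 hr at 25C. Cells were ATM-null patient fibroblasts ([…], hTERT), dosed 60 min, then exposed to the DSB inducer NCS for 30 min.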
TCR act: T cell receptor activation. primary human leukocytes, anti-CD3, IL-2 HTRF, 48 h. AID 504894. Potency, µM (series often up to 9.22 µM), for the others: at the top dose activation of IL-2 secretion, hits mostly activators. 330,000 tested, under 10 active; further: % of control where 0% means no effect
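Activity was scored as IL-2 release from primary human leukocytes given only a TCR signal (a-CD3 beads) plus compound for 48 hr. Detection used a two-antibody HTRF format read at 665nm.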
BCR signal inh: inhibitors of chronic active B-cell receptor signaling | ABC-DLBCL IkBa-CBG/CBR reporter, luminescence ratio, 4 h | Potency, µM (titrated, usually from 46.1 µM), inactives show at the top dose ratio change, negative = lower green/red ratio, actives largely listed as inhibitors | hit rate 0.05% among 340,000 | AID 493014; active means well fitted inhibition curve with a large enough effect in the signal ratio, with a control signal flat, not every such curve was filed as active; inconclusive means small, poorly fitted or top-dose-only effect, or effect the other way, or a change in a side signal; the % refers to the signal ratio;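 further: potency means the concentration at half of the fitted maximal effect; plate controls were basal doxycycline-induced cells for no effect and cells given 10 µM MG132 for full effect; MG132 reads +100%, hits lower the ratio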
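Doxycycline induced both beetle luciferases in TMD8 lymphoma cells; IKK-driven degradation limits the IkappaBalpha-fused green signal, while red luminescence normalises for cell number and nonspecific effects. Compounds tested up to 46 uM, 4 hrs.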
TSHR antagonist: blocks TSH signaling through the human TSH receptor; activity change, negative = inhibition, % at 11.5 µM; TSHR-expressing cells, TSH-stimulated cAMP HTRF, 2 h; active compounds read low; hit rate 0.2% among 330,000;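 active means activity change below a set negative limit, meaning inhibition stronger than a set level, cut at about -70% in these data; inconclusive means activity change between two set negative limits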; further: on the % scale 0 is the no-effect control and ±100 the full control effect
Target sequence (P16473 whole entry, looked up): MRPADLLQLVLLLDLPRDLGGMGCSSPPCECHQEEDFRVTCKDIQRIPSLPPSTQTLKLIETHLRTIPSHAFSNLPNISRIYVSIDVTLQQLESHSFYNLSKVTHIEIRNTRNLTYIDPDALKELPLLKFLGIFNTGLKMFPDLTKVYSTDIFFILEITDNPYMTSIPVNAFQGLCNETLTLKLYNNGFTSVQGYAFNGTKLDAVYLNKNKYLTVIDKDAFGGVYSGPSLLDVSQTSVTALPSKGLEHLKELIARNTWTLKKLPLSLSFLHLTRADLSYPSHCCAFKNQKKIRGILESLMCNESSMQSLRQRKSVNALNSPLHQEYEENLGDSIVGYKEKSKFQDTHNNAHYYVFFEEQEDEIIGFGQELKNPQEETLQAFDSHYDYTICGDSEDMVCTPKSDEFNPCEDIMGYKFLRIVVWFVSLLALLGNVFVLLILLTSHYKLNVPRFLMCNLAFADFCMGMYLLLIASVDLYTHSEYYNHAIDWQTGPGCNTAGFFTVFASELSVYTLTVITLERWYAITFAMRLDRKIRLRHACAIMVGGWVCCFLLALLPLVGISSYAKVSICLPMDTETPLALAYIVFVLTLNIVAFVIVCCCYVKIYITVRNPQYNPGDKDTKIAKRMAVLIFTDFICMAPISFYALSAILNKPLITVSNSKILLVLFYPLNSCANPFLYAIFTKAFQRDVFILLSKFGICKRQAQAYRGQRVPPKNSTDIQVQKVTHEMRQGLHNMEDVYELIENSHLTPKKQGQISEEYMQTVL
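Antagonism was scored as loss of TSH-driven cAMP in TSHR cells, stimulated with 4nM TSH (EC80) for 2 hours at 37 deg C and detected by homogeneous HTRF competition immunoassay.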
* hit, by the source's call; u = inconclusive; x = not tested or not shown; [ ] = another dose, or the depositor's remark. Unless noted, the call rests on the fitted dose curve; in most records, active means well fitted curve in the direction sought with a large enough effect; inconclusive means small, poorly fitted or top-dose-only effect, or another doubt; inactive means no such curve, though single readings can be large; an effect the other way counts as inactive or inconclusive.

SMILES | Tb PFK inh | Giardia kill | KCNH2 WT inh | GALK inh | MLL CXXC-DNA inh | FBPA coupling cs | A-T KAP1 phos | TCR act | BCR signal inh | TSHR antagonist
CC(C)OC(=O)C(=O)NNc1ccccc1 | 0% | 3 | -11 | -3% | 17% | 3 | -5% | -6%[46.1 µM] | 9% | 2
COc1ccccc1NC(=S)NCc1ccccc1 | -1% | 5 | -1 | 3% | 5% | -1 | -9% | 4% | u | -12
CCCCNC(=O)/C=C/c1ccc(OC)c(Br)c1 | -7% | 2 | -10 | 0% | -5% | 1 | 1% | 6% | u | -6
COc1ccc(S(=O)(=O)NCC2CCCN(C(=O)c3cccnc3)C2)cc1 (configuration not stated) | -3% | -24 | 3 | 6% | -3% | 1 | -3% | 4% | u | 23
COc1ccc(-c2cnn(C3CCS(=O)(=O)C3)c2N)cc1 (configuration not stated) | 1% | -2 | -16 | 3% | 7% | 2 | 3% | -1% | 6% | 7
COc1ccc(CNC(=O)CCS(=O)(=O)c2ccc3c(c2)CC(C)N3C(=O)C2CC2)cc1 (configuration not stated) | 0% | 1 | -17 | -1% | -5% | x | 14% | -4% | -13% | 1
CC1CCC2(CC1)NC(=O)N(CC(=O)N1CCN(c3ccccc3)CC1)C2=O (configuration not stated) | -6% | -4 | 5 | x | x | x | -5% | 5% | 3% | -10
CC(C)C(=O)NCCc1nc2ccccc2n1C | -14% | 0 | 16 | -3% | -2% | 6 | 0% | 4% | u | 8
Cc1cccc(N(CC(=O)NCc2ccc3c(c2)OCO3)C(=O)CCC(=O)Nc2ccccn2)c1 | -7% | -18 | 3 | 2% | 1% | 1 | 6% | 2% | 1% | -31
CCCC(=O)c1c[nH]c(C(=O)NCCCN2CCOCC2)c1 | 5% | -7 | 3 | 3% | 2% | -1 | -4% | -1% | -3% | -2
CC1(C)CC(=O)C=C(NC2=CC3OC(c4ccccc4)OCC3OC2=O)C1 (configuration not stated) | -11% | -3 | 6 | x | 0% | 1 | u | 0%[46.1 µM] | u | -7
CCN1C(=O)[C@H]2[C@@H](c3ccc(C)cc3)N3C(=O)N(c4ccc(C)cc4)C(=O)[C@@]3(CC)[C@H]2C1=O | -2% | 5 | x | x | x | x | 13% | 0% | 1% | 4
CCCCNC(=O)C1CCN(c2nc(OC)nc(OC)n2)CC1 | -7% | 2 | 3 | -1% | 3% | 0 | x | 4%[46.1 µM] | -4% | 5
CCOC(=O)C1=C(CN2CCN(C(=O)c3ccco3)CC2)NC(=O)NC1c1ccc(Cl)cc1 (configuration not stated) | 0% | -2 | 22 | -4% | -5% | -3 | 2% | 0% | -2% | 4
COc1ccc(C(=O)N/N=C/c2ccc(OC(=O)c3ccccc3)cc2)cc1 | 0% | -2 | -7 | 1% | 25% | 1 | -4% | 10% | -14% | 16
CCOc1ccc(C2NC(=O)C(C#N)=C(S)N2c2cccc(C)c2)cc1OC (configuration not stated) | 0% | -11 | -2 | -5% | u | 6 | -6% | 4% | u | 5
COCCN(CCOC)C(=O)c1ccc(SCc2ccc(C)cc2)c([N+](=O)[O-])c1 | -3% | 2 | -4 | -4% | 5% | -2 | -2% | 4% | u | -5
O=c1oc2c(CN3CCCCC3)c(O)ccc2c2c1CCCC2 | 0% | 13 | 5 | 1% | -2% | 1 | 1% | 2% | 21% | 1
O=C(Cn1nnc2ccccc21)Nc1ccc(Cl)cn1 | -2% | -10 | -11 | 2% | 6% | 1 | 8% | -6% | 2% | -8
CCOC(=O)CNC(=O)N1c2ccccc2Sc2ccccc21 | 1% | -8 | -10 | -3% | -4% | 0 | 6% | 3% | 3% | -6
C[C@H]1CN([C@@H](C)CO)C(=O)c2cccc(NC(=O)Nc3ccc(C(F)(F)F)cc3)c2O[C@H]1CN(C)C | 3% | -5 | 0 | x | x | x | 3% | 0% | 0% | 19
O=C(CCSCc1ccccc1F)N1CCN(c2ccccn2)CC1 | 0% | -2 | 10 | 1% | 7% | -1 | -4% | -9% | u | -4
O=C(NCC1CCN(Cc2ccccc2Cl)CC1)Nc1cccc(Cl)c1 | -11% | -17 | 27 | 0% | -5% | 2 | 2% | 4% | -3% | 22
O=C(CN1C(=O)C(=O)N(Cc2ccccc2)C1=O)Nc1ccc(F)c(Cl)c1 | -5% | -2 | -9 | 14% | -8% | -1 | -8% | -12% | -1% | -3
CC(C)NC(=O)N1CCN(c2ccncc2S(=O)(=O)N2CCOCC2)CC1 | -7% | 5 | 3 | x | -9% | -1 | 10% | 10% | 4% | 32
SMILES | Tb PFK inh | Giardia kill | KCNH2 WT inh | GALK inh | MLL CXXC-DNA inh | FBPA coupling cs | A-T KAP1 phos | TCR act | BCR signal inh | TSHR antagonist
CCc1cccc(NC(=O)CCc2nc3sc4c(c3c(=O)[nH]2)CCCC4)c1 | -2% | -2 | 5 | x | x | x | -5% | -1% | u | -8
CCOC(=O)Cc1csc(NC(=O)c2c(-c3c(Cl)cccc3Cl)noc2C)n1 | 1% | -19 | 4 | x | 10% | -1 | 0% | 9% | 15% | -5
CN1CCN(C(=O)c2ccc3c(c2)OCCO3)CC1 | 8% | -15 | 1 | 1% | -1% | -3 | -1% | 5%[46.1 µM] | 4% | -3
O=C(CN1C(=O)NC2(CCCC2)C1=O)OCc1c(F)cccc1Cl | -2% | 17 | -5 | x | x | x | 0% | -5% | 5% | 17
Cc1cc(C(=O)Nc2sccc2C#N)c2ccccc2n1 | 2% | 5 | -1 | 3% | 6% | 1 | 8% | 6% | -1% | -8
Cc1ccccc1-c1ccc(/C=C2/SC(N3CCOCC3)=NC2=O)o1 | 0% | -1 | 2 | 0% | -7% | 0 | -8% | -4% | -8% | -13
CCSC1=C(C#N)C(c2ccccc2Cl)CC(=O)N1 (configuration not stated) | -5% | 9 | -2 | 6% | 2% | 1 | 4% | -6% | -20% | -46
COc1ccc(S(=O)(=O)N(C)c2ccc(C(=O)Nc3ccccc3C(=O)N3CCOCC3)cc2)cc1 | -13% | -21 | -2 | 3% | 24% | x | 8% | -2% | -2% | 14
Cc1ccc(/C=C/C(=O)O)cc1S(=O)(=O)N(CCO)CCO | 0% | 8 | -4 | x | 0% | 9 | 4% | 1%[46.1 µM] | -6% | 9
COc1cc(C)ccc1OCc1cc(C(=O)NCc2ccncc2)no1 | 7% | u | 6 | -3% | 6% | x | 9% | 1% | 0% | -6
O=C(C1COc2ccccc2O1)N1CCN(c2ccccn2)CC1 (configuration not stated) | -6% | 2 | -3 | x | x | x | -3% | -10% | u | 0
Cc1ccc(/C(O)=C/C(=O)C(=O)NC23CC4CC(CC(C4)C2)C3)cc1 | -3% | 11 | -4 | 4% | 0% | 5 | -16% | 4% | 7% | 2
Cc1cc(C)n(Cc2n[nH]c(=S)n2Cc2ccccc2)n1 | 0% | -21 | -2 | 0% | -2% | 5 | 0% | -9% | -10% | 5
Cc1noc(C)c1C(=O)OCC(=O)Nc1ccc(S(N)(=O)=O)cc1 | -11% | 12 | -2 | x | x | x | 13% | 4% | -11% | 4
Oc1ccc(-c2csc(-c3c[nH]c4ccccc34)n2)c(O)c1 | -3% | -6 | -6 | -2% | 26% | 1 | 3% | -1%[46.1 µM] | u | -5
Cc1ccc(CN2CCN(Cc3cn(C)nc3-c3ccccc3)CC2CCO)o1 (configuration not stated) | 9% | -1 | 5 | 2% | 0% | 0 | -7% | -2% | 1% | 13
CC(C)[C@H](NC(=O)c1ccccc1)C(=O)O | -12% | -12 | 7 | 4% | 3% | 1 | -1% | 10% | 3% | 1
CCN(Cc1ccccc1)C(c1ccccn1)c1nnnn1C1CCCCC1 (configuration not stated) | 1% | -11 | -4 | 1% | 1% | 1 | 5% | -2%[46.1 µM] | 13% | 0
Cc1ccc(CNC(=O)C(=O)NCC2OCCCN2S(=O)(=O)c2ccc(F)cc2)cc1 (configuration not stated) | -6% | 6 | 16 | 0% | 15% | x | 14% | 0% | -3% | -6
CCCCN(C(=S)Nc1cccc(C)c1C)c1c(N)n(CCC)c(=O)[nH]c1=O | -4% | -12 | -26 | 0% | -1% | 1 | 8% | 3% | 7% | 1
COC(=O)c1cc(Br)c(=O)n(CCc2ccccc2)c1 | -2% | 14 | -1 | 0% | 2% | -1 | 3% | 10% | 2% | -12
COc1ccc(S(=O)(=O)Nc2cc(S(=O)(=O)N3CCOCC3)ccc2OC)cc1 | 0% | -12 | 21 | x | x | x | 24% | -5% | 3% | x
Cc1ccc(NC(=O)c2cc(NC(=O)C3CC=CCC3C(=O)O)ccc2N2CCOCC2)cc1Cl (configuration not stated) | 0% | -10 | -11 | -1% | -3% | 5 | -6% | 2% | 13% | -5

Hits appear at their usual frequency. About 1.6% of those tested had a hit in this group.
